SENP6 block: blocks the human protease SENP6; 1.8% of 330,000 active; inhibition, % at 10 µM; Q9GZR1; AID 2599; Recombinant SENP6 catalytic domain, aminoluciferin luminescence;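 active = inhibition above about 50% at the single tested dose, limit read from the data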;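 note: plate controls were DMSO wells with enzyme for no effect and DMSO wells lacking enzyme for full effect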
SENP8 block: blocks human SENP8 cleavage of Nedd8 substrate | Q96LD8 | recombinant SENP8, Nedd8 substrate fluorescence | inhibition, % at 20 µM | 0.64% of 360,000 active | AID 602440; in the data active = inhibition mostly above about 40%, no sharp cut-off; inactive = mostly below about 27%
Target sequence (Q96LD8 whole entry, looked up): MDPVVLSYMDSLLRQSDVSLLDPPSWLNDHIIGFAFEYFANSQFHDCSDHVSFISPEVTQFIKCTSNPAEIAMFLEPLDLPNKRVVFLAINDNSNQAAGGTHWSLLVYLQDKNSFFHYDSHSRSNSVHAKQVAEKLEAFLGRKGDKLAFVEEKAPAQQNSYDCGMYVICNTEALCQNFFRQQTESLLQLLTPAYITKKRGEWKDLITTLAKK
PfGluPho inh: PfG6PD (Plasmodium falciparum) enzyme inhibition; PfGluPho enzyme, NADPH resazurin-diaphorase fluorescence; inhibition, % at 20 µM; 0.78% of 350,000 active; AID 504690;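 active = inhibition reaching at least a set limit at 20 µM in the primary screen, cut at about 59% in these data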;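 note: 0% = DMSO wells with substrate and 100% = DMSO wells lacking glucose-6-phosphate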
SENP1 inh: blocks the human SENP1 SUMO protease catalytic domain; Q9P0U3; recombinant SENP1 catalytic domain, CyPet-SUMO1-YPet FRET cleavage; inhibition, % at 10 µM; 0.21% of 360,000 active; AID 624204;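 active = inhibition at least 30% at 10 µM, raw YFP signal under a set limit, fluorescence ratio 0.5 to 1.5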;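 note: 0% = enzyme with DMSO and 100% = no enzyme wells; some results filed as inactive read as strong as hits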
Target sequence (Q9P0U3 419-644 limits assumed): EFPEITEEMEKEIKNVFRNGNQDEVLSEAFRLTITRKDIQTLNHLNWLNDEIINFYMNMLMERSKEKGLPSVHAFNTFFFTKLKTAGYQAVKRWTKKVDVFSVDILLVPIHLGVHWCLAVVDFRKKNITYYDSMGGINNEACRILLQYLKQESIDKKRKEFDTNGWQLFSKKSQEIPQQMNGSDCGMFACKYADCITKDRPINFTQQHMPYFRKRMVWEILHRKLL
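material = recombinant human SENP1 catalytic domain, His6-tagged | quantity = 20 pM enzyme | reagent = 25 nM SUMO1 FRET substrate | compound dosing = 10 µM single point, 0.5% DMSO | timing = 50 min enzyme reaction, room temperature, light-protected | detection = FRET, CFP and YFP emission | control set = no-enzyme low, enzyme-DMSO high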
ATG4B inhibitor: inhibitors of human ATG4B cysteine protease | Q9Y4P1 | ATG4B cleavage of LC3-PLA2, NBD-HPC fluorescence, 1 h | inhibition, % at 8.33 µM | 0.51% of 340,000 active; in the data active = inhibition above about 40%
GRIN3A LBD mod: modulates the human NR3A ligand-binding domain. Tm shift relative to glycine control, % at 25 µM. 2.5% of 340,000 active. NR3A LBD differential scanning fluorimetry, Tm shift; 0% = protein alone, 100% = glycine-bound protein;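 active = melting temperature shift of at least 10% of the positive control shift, at one fixed dose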
MPTP inh: blocks calcium-induced mitochondrial swelling; isolated mouse mitochondria, Ca2+ swelling absorbance, 30 min; inhibition, % at 10 µM; 1.4% of 360,000 active;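 active = inhibition of 50% or more, scaled per plate between neutral and stimulator controls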;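 note: 0% = DMSO wells given calcium and 100% = 1 mM EGTA wells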
hIAP act: human IAP activation; 0.16% of 330,000 active; AID 2524; purified human IAP, CDP-Star luminescence, 30 min; hits give high values; 1 = vehicle-only enzyme, 0 = enzyme-free background; activation factor at 10 µM;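 active = activation factor of the enzyme at least 2-fold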; note: the source names both 10 and 20 µM as test concentration; values of inactives mirror those of a sister screen read the other way
Target sequence (P09923 whole entry, looked up): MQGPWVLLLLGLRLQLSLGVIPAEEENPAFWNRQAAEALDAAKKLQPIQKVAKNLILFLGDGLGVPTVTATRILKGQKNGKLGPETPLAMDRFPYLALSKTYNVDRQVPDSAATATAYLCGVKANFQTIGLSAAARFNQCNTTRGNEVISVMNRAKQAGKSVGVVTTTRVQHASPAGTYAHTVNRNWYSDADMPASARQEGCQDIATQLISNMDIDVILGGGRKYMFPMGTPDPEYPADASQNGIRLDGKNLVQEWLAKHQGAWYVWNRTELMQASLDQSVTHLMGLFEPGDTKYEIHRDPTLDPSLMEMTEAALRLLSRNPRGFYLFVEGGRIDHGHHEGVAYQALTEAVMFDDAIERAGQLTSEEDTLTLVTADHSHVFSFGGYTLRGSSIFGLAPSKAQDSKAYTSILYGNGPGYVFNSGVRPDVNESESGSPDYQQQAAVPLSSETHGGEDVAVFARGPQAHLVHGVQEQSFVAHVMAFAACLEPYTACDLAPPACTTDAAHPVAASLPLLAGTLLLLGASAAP
* hit, by the source's call; x = no result given; & = joins results of further samples.

compound	SENP6 block	SENP8 block	PfGluPho inh	SENP1 inh	ATG4B inhibitor	GRIN3A LBD mod	MPTP inh	hIAP act
Cc1ccc(S(=O)(=O)N2CCN(C(=O)CC3CCCC3)CC2)cc1	-11	16	-10	0	-1	-3	0.5	1.3
CCOC(=O)c1c(C)n(O)c2ccc(Cl)cc2c1=O	3	-230	-9	-6	0	-1	-0.3	0.98
CCn1cc(CN2CCC(n3nccc3NC(=O)CCOc3ccccc3)CC2)c(C)n1	-8	-2	-8	2	-4	1	-0.9	1
CN(CC(=O)Nc1ccccc1Cl)C(=O)c1ccc(Cl)c(S(=O)(=O)N2CCCCCC2)c1	-2	3	-4	0	-1	-10	-0.5	1.2
O=c1nccc(N/N=C/c2ccccc2)[nH]1	-3	13	4	-1	-3	-1	-1.4	0.97
COc1ccc(Cl)cc1-c1nc(SCC(=O)NC(C)C)n[nH]1	-1	14	-17	-2	0	-2	1.0	0.92
O=C1CSC(=S)N1Cc1ccccc1	x	19	-17	3	x	x	0.2	x
COc1ccccc1OCCn1cc(/C=C(\C#N)C(=O)NCc2cccs2)c2ccccc21	10	-11	-8	-18	-6	0	-0.2	0.81
COc1ccc(N(CC(=O)N2CCN(C)CC2)S(=O)(=O)c2ccccc2)cc1	-5	9	7	2	-12	1	0.4	1.1
Nc1nonc1C(=O)NC(c1ccccc1)c1ccccc1	7	10	-12	3	0	-1	-0.9	0.95
COc1ccc2c(c1[N+](=O)[O-])CCC/C2=N/OC(=O)c1cccc2ccccc12	-10	25	13	2	-5	0	-0.8	0.98
CCCC(=O)NC(=S)Nc1cccc(Cl)c1N1CCCCC1	-14	13	16	1	41*	-8	2.5	1.1
Cc1cc(=O)oc2cc(Oc3ccc(C(N)=O)cc3[N+](=O)[O-])ccc12	-11	-236	11	-2	26	-2	2.7	1
O=C(NCC1CC1)C1(S(=O)(=O)c2ccccc2)CC=CC1	-3	13	5	0	-4	-2	-0.9	0.99
CCn1cc(/C=C(\NC(=O)c2ccccc2OC)C(=O)N2CCN(C)CC2)c2ccccc21	-2	-46	18	0	-14	-1	-0.9	1.3
COc1cc(C(=O)Nc2cccc(-c3nc4ncccc4o3)c2C)cc(OC)c1OC	-12	12	0	-7	-2	0	2.5	1
O=C(COc1cccc(OC(F)F)c1)Nc1ccc(SC(F)F)cc1	4	14	24	2	-1	0	-7.6	1.1
COc1cc(NS(=O)(=O)c2ccc(Br)s2)cc(OC)c1	-7	12	-4	4	1	-10	23	1.1
COc1ccc(NC(=O)C2(c3ccc(NC(=O)c4ccc(OC(C)=O)cc4)cc3)CCCC2)cc1	-27	-82	2	0	1	8	0.0	0.97
NS(=O)(=O)c1ccc(N=Nc2ccc(=O)[nH]c2O)cc1	x	64*	40	-9	3	-2	1.3	x
CCOC(=O)N1CCN(CC(=O)Nc2c(C(=O)OC)[nH]c3cccc(Cl)c23)CC1	-4	-72	-7	1	-1	2	-1.8	1.1
COc1ccc(C(C)=O)cc1CSc1nnc(Nc2ccc(C)cc2C)s1	-11	18	10	-3	-12	-12	5.0	1.1
COc1ccc2c(c1)c(C(=O)CN1CCN(c3ccccc3)CC1)c(C)n2C	8	x	15	x	-17	0	x	0.99
O=C(Nc1ccc(Cl)c(Cl)c1)Nc1nc(-c2ccccc2)cs1	-2	10	-3	0	-3	160*	74*	1.1
Cc1ccc(S(=O)(=O)Nc2nc3ccccc3nc2NCC2CCCO2)c(C)c1 (configuration not stated)	-6	-399	-24	-20	2	-2	-0.4	0.93

Next section; the last two above are carried over.
compound	SENP6 block	SENP8 block	PfGluPho inh	SENP1 inh	ATG4B inhibitor	GRIN3A LBD mod	MPTP inh	hIAP act
O=C(Nc1ccc(Cl)c(Cl)c1)Nc1nc(-c2ccccc2)cs1	-2	10	-3	0	-3	160*	74*	1.1
Cc1ccc(S(=O)(=O)Nc2nc3ccccc3nc2NCC2CCCO2)c(C)c1 (configuration not stated)	-6	-399	-24	-20	2	-2	-0.4	0.93
CC(O)[C@H]1CNC(=O)C(=O)N1CCCCC1CCCCC1 (some centres not stated)	-20	16	-2	0	-3	-2	-2.3	1.1
COC(=O)C(CCSC)NC(=O)C12CC3CC(CC(C3)C1)C2 (configuration not stated)	3	10	2	2	-1	0	0.4	1.1
CCCn1nc(C(=O)N2CCc3ccccc32)c2ccccc2c1=O	6	2	17	2	1	3	-1.6	0.93
O=C(Cn1c2ccc(F)cc2c2nc3n(c(=O)c21)CCS3)Nc1ccc(Cl)cc1F	-12	-437	-10	0	-5	-2	-1.7	1.1
Nc1ccc(C(=O)N/N=C/c2ccccc2)cc1	3	-27	7	1	-5	-30	-0.2	0.93
CCOC(=O)c1nc(Nc2ccc(C)cc2)c2ccccc2n1	-31	-149	0	1	-9	-5	-0.3	1.2
COC(=O)c1c(NC(=O)COc2ccc(Cl)cc2Cl)sc2c1CC(C)(C)NC2(C)C	-11	-1	-1	0	-4	0	2.3	1
CCOc1ccc(OCC(=O)N(CCC2=CCCCC2)c2c(N)n(Cc3ccccc3)c(=O)[nH]c2=O)cc1	-21	6	x	1	x	x	-0.5	1.2
COc1ccc(C(=O)OCCN2C(=O)c3ccccc3C2=O)cc1OC	x	28	-6	2	5	0	1.7	x
Cc1ccc(NC(=O)CNc2ccc(OC(C)C)cc2)c(C)c1	4	-6	31	-8	-4	-1	23	1.2
CCCCN(C)C(=O)CCC(=O)Nc1ccc2nc(N3CCOCC3)cc(C)c2c1	0	-328	-18	-4	-9	-2	-0.8	0.99
O=C(CCCNC(=O)c1ccc(Cl)cc1)Nc1ncccc1O	-8	-9	3	2	6	1	-0.8	0.99
O=C(NCC1(c2ccccc2)CCOCC1)c1cccs1	-4	16	-10	0	11	-1	-0.3	0.94
COC(=O)c1ccc(OC(=O)CCS(=O)(=O)c2ccc(C)cc2)cc1	-5	2	-3	2	6	1	-2.3	0.99
C=CCn1c(-c2oc3nc(-c4ccccc4)cc(-c4ccccc4)c3c2N)n[nH]c1=S	-4	-283	8	-4	42*	-15	0.3	1
Cc1ccc(N(CC(=O)Nc2ccc(S(=O)(=O)N3CCOCC3)cc2)S(C)(=O)=O)cc1C	1	12	-2	2	-13	-2	-0.3	0.98
CC(C)NC(=O)C1CCN(C2CCN(C(=O)c3cc4c(s3)CCCCC4)CC2)CC1	-1	6	11	-4	-5	-4	4.3	1.2
COC(=O)c1c(-c2ccc(Br)cc2)noc1N	10	2	-14	-1	-14	-2	-0.2	0.94
O=C(c1cc(-c2cccc(Cl)c2)on1)N1CCCCCC1	-1	6	12	0	15	0	-0.7	0.98
CCC(Oc1ccccc1)C(=O)N(CC)CC(=O)NCc1ccc(F)cc1 (configuration not stated)	7	8	-8	1	10	0	0.4	1.1
O=C(Cc1ccc([N+](=O)[O-])cc1)Nc1cccc(C(=O)N2CCCCC2)c1	-9	9	3	6	-4	-4	2.4	0.94
COc1ccc(-n2cc(CN(C)C3CCOCC3)c(-c3cccc(F)c3)n2)cc1	9	-12	3	1	4	1	3.4	0.97
CC(C)CC(C(=O)N1CCOCC1)N1Cc2ccccc2C1=O (configuration not stated)	6	-3	-14	2	-3	0	-2.3	0.9
COC(=O)Cc1cc(=O)n(-c2nc3ccccc3[nH]2)[nH]1	-18	3	-20	-9	-7	-4	-3.7	0.95
C[C@@H]1C=C(C(=O)NCc2nc3ccccc3[nH]2)O[C@H](OCc2ccc(CO)cc2)C1	-12	-24	-4	-4	-4	3	1.7	1.1
O=C(O)c1ccc2c(=O)n(-c3ccccc3F)c(=S)[nH]c2c1	-2	-82	-3	1	-6	2	0.6	0.89
C=CCOc1cccc(CNc2ccc3[nH]c(=O)[nH]c3c2)c1	14	-159	37	1	-1	0	-0.5	0.92
CCC(NC(=O)c1ccccc1NC(=O)c1ccccc1)C(=O)NNC(=O)CSc1nc2ccccc2o1 (configuration not stated)	-1	6	-22	1	-12	0	4.0	0.91
CC(=O)C1=CN(CC2CCCCC2)CCC1=O	x	6	-5	1	6	2	2.7	x
O/N=C/c1cn(-c2ccccc2)nc1-c1cccnc1	-5	9	-7	3	-1	-1	-1.2	0.84
CCN(CC)CCCOC(=O)C(c1ccccc1)c1ccccc1	-14	62*	-6	0	-8	-1	-1.3	1.1
O=C1CSC(c2cccnc2)N1Cc1cccnc1 (configuration not stated)	-19	12	-5	0	-3	4	2.5	1.1
CC(C)C1=NOC(C(=O)N2CCC(N3CCC(C(=O)N4CCOCC4)CC3)CC2)C1 (configuration not stated)	7	12	-10	-4	-1	1	-0.4	0.98
C/C(=N\NC(=O)Cn1nc(C)c([N+](=O)[O-])c1C)c1ccc(O)cc1	15	11	2	2	-8	0	0.3	1.1
COc1ccc(NC(=O)CC2C(=O)N(C)C(=S)N2CCc2ccc(F)cc2)cc1 (configuration not stated)	-15	25	-3	2	39	-2	6.8	1.3
S=c1[nH]nc(CCCc2n[nH]c(=S)o2)o1	7	26	12	2	-6	2	1.5	1.2
O=C(O)CSc1cccc2cccnc12	-6&-9	-425	10&23	0&-1	10&2	1&0	0.2&0.3	1.1&1.1
CC(C)Oc1cc2ccccc2cc1CNC[C@H]1O[C@@H](n2cnc3c(N)ncnc32)[C@H](O)[C@@H]1O	0	1	-11	0	x	3	1.7	0.98
CCOC(=O)Cn1cncc1-c1ccc([N+](=O)[O-])cc1	3	10	6	3	-11	2	-0.3	1.1
CCN(CC(=O)Nc1cccc(S(N)(=O)=O)c1)Cc1nc2ccccc2c(=O)[nH]1	-8	-12	-9	-18	-6	-1	0.5	1.5
Cn1c(=O)c(Sc2ccc(Cl)cc2)c(O)c2ccccc21	18	-219	5	3	5	0	0.6	0.97
CCOCCCNS(=O)(=O)c1ccc2c(c1)oc(=O)n2CC(=O)OCC	-27	14	-7	3	-7	-108	0.5	0.86
O=C(c1cccc(C(F)(F)F)c1)N1CCN(c2cc(=O)[nH]nc2-c2ccccc2)CC1	-5	14	-9	2	-3	0	0.3	0.94
COc1ccc(CCn2c(=N)c(C(=O)NCc3ccco3)cc3c(=O)n4ccccc4nc32)cc1	14	-234	13	-27	-4	-2	4.5	1.1
CN(C)S(=O)(=O)c1cccc(NC(=S)N/N=C/c2cccc(O)c2)c1	5	10	7	0	-7	-1	2.0	1.1
O=S(=O)(NCc1csc(-c2cccs2)n1)c1cccc(C(F)(F)F)c1	-16	-232	19	-3	-9	-3	5.6	0.98
Cc1nn(CC(=O)N2CCCCC2)c(=O)c2nn(-c3ccccc3)c(C)c12	1	12	-11	0	14	1	-2.4	0.97
C=CCn1c(SCC(=O)N(C)C)nc2cc(C(=O)O)ccc2c1=O	-11	-8	-24	3	6	-1	0.0	1.1
O=S(=O)(N=S(N1CCCCC1)N1CCCCC1)c1ccccc1	-24	5	7	1	5	-3	5.8	0.96
O=C(Nc1ccncc1)c1c(F)c(F)c(F)c(F)c1F	-36	29	-19	2	-1	2	1.5	0.91

Continued.
compound	SENP6 block	SENP8 block	PfGluPho inh	SENP1 inh	ATG4B inhibitor	GRIN3A LBD mod	MPTP inh	hIAP act
COc1cc(NC(=O)c2cc3nc(-c4ccccc4)cc(-c4ccccc4)n3n2)cc(OC)c1OC	-20	-17	-21	0	0	-22	2.0	1
Cc1ccc(-c2csc(NC(=O)COc3ccc(N(C)S(=O)(=O)c4ccc(C)cc4)cc3)n2)cc1	-14	7	-6	-2	0	-2	-0.4	0.99
Cc1cc(C)c(C(=O)NNC(=O)c2cccnc2)c(C)c1	-12	2	0	-2	-1	-1	-0.8	0.81
NC(=O)c1nn2c(C(F)(F)F)cc(-c3ccccc3)nc2c1Br	8	-7	-5	-7	0	0	0.8	1.1
N/C(=N\OC(=O)c1cccc([N+](=O)[O-])c1)c1cccnc1	1	22	-17	4	5	-4	1.3	0.97

Screening data deposited in PubChem by Sanford-Burnham Center for Chemical Genomics.
